High-throughput results as filed in PubChem.
KB-3-1 tox – qHTS assay for MDR1-selective chemotherapeutics: Primary screen using the parental adenocarcinoma cell KB-3-1. KB-3-1 viability, CellTiter-Glo ATP luminescence, 72 h. Potency, µM (doses to about 46.1 µM), without a hit: at the top dose activity change, negative = cytotoxic, actives largely listed as cytotoxic. hit rate 1.4% among 400,000; note: % is set by controls: 0 for no effect and ±100 for the full control effect; nearly all actives have a fitted effect of over 60% in size
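Viability of parental KB-3-1 cells, measured by CellTiter-Glo luminescence, followed a 72 h incubation at 37 °C with pinned compounds in phenol-red-free DMEM containing 10% FBS.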
HT1080 IDH1KD tx – qHTS for induction of synthetic lethality in tumor cells producing 2HG: qHTS for the HT-1080-IDH1KD cell line; Potency, µM (highest dose often 46.1 µM), without a hit: top-dose activity, negative = toxicity, hits mostly cytotoxic; HT-1080 IDH1 knockdown viability, ATP luminescence, 48 h; hit rate 2% among 360,000;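 note: 0% = DMSO wells and -100% = cell-free medium wells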
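In this qHTS, HT-1080 cells depleted of IDH1 are exposed for 48 h at 37 °C to compound titrations. Toxicity is scored from CellTiter-Glo luminescence, with DMSO as full viability and medium alone as none.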
KB-V1 cytotox – qHTS assay for MDR1-selective chemotherapeutics: Primary screen using the drug-selected MDR subline cells KB-V1; hit rate 3.4% among 400,000; Potency, µM (top dose mostly 46.1 µM), without a hit: at the top dose activity change, negative = cytotoxicity, usual class: cytotoxic; AID 1347076, 2019; KB-V1 MDR cells viability, CellTiter-Glo, 72 h; note: % is set by controls: 0 for no effect and ±100 for the full control effect; nearly all actives have a fitted effect of over 60% in size
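KB-V1 MDR subline cells in DMEM (phenol-red free, 10% FBS) exposed to compounds in qHTS concentration series for 72 h at 37 degrees C. Viability read by CellTiter-Glo luminescence; concentration-effect curves fitted after normalization and correction.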
GLP1R inv ag – qHTS of GLP-1 Receptor Inverse Agonists (Inhibition Mode); AID 624417, 2012; HEK293 GLP-1R CRE-luciferase, luminescence, 24 h; GLP-1R form is constitutively active; Potency, µM (top dose mostly 38.3 µM), for inactives: at the highest dose activity change, negative = inhibition, usual class: inhibitors; hit rate 1.6% among 410,000; Glucagon-like peptide 1 receptor (Homo sapiens), P43220; note: % is set by controls: 0 for no effect and ±100 for the full control effect; nearly all actives have a fitted effect of over 55% in size
Target sequence (P43220 whole entry, looked up): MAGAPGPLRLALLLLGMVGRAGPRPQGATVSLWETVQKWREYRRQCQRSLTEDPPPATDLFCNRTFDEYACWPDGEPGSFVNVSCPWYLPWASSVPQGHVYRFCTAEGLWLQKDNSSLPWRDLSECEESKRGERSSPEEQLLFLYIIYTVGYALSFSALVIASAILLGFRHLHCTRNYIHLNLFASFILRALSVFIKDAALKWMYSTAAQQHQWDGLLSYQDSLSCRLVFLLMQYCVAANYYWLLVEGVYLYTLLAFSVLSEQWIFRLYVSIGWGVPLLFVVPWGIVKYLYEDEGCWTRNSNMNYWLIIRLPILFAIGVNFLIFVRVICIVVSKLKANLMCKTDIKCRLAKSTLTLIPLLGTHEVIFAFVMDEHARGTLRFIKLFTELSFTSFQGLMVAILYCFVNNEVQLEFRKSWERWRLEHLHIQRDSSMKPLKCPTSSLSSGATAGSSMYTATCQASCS
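Inverse agonists were sought by their lowering of basal cAMP reporter luciferase output in HEK293 cells stably carrying constitutively active human GLP-1R, after 24 h compound treatment.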
TDP43 rescue – qHTS of TDP-43 Inhibitors | TDP-43 expressing yeast growth rescue, BacTiter-Glo, 24 h | Potency, µM (series often up to 46.1 µM), for the others: at the top dose growth rescue (activation), hits mostly activators | hit rate 1.8% among 410,000 | AID 652104, 2013; note: % of control where 0% means no effect; nearly all actives have a fitted effect of over 50% in size
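Yeast cells expressing TDP-43 under galactose induction are exposed to compounds for 24 hr at 30 deg C. BacTiter-Glo luminescence measures growth, so protective compounds score as activators.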
SW480 rereplic – A quantitative high throughput screen for small molecules that induce DNA re-replication in SW480 colon adenocarcinoma cells. SW480 DNA re-replication, Hoechst DNA content imaging, 48 h. Potency, µM (series often up to 46.1 µM), inactives show top-dose re-replication activation, hits mostly activators. hit rate 1.8% among 340,000. AID 624297, 2012; note: % of control where 0% means no effect; nearly all actives have a fitted effect of over 55% in size
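Compounds, transferred as 23 nL by pin tool, were incubated with cells for 48 hr; DNA content per nucleus was then quantified by Hoechst staining and fluorescence plate imaging.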
GLP-1R agonist – qHTS of GLP-1 Receptor Agonists | AID 624172, 2012 | HEK293 GLP-1R CRE-luciferase, luminescence, 4-6 h; cells express a hypersensitive GLP-1R form | Potency, µM (top dose mostly 45.6 µM), for the others: at the top dose activation, actives largely listed as activators | hit rate 0.007% among 380,000 | Glucagon-like peptide 1 receptor (Homo sapiens), P43220; note: % of control where 0% means no effect
HT1080-NT tox – qHTS for induction of synthetic lethality in tumor cells producing 2HG: qHTS for the HT-1080-NT fibrosarcoma cell line. HT-1080-NT fibrosarcoma viability, CellTiter-Glo ATP luminescence, 48 h. hit rate 1.6% among 360,000. Potency, µM (top dose mostly 46.1 µM), for the others: top-dose activity, negative = less viability, hits mostly cytotoxic;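 note: NT is the 2HG producing partner of a matched IDH1 knockdown line; 0% = DMSO-treated cells and -100% = media-only wells without cells; nearly all actives have a fitted effect of over 55% in size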
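750 cells/well, RPMI + 5% FBS; 2 h settle, compound pin-transfer, 48 h at 37 degrees C. CellTiter-Glo 10 min RT, luminescence. Normalized to DMSO and media-only wells.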
GLP1R cytotox – qHTS of GLP-1 Receptor Inverse Agonists: Cytotox Screen | HEK293 cAMP-luciferase reporter cells, luminescence, 24 h | Potency, µM (series often up to 38.3 µM), for the others: top-dose activity change, negative = inhibition, usual class: inhibitors | hit rate 0.13% among 410,000;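 note: loss of luciferase light is scored as toxicity; % is set by controls: 0 for no effect and ±100 for the full control effect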
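To flag toxic compounds, the library was rerun on cells for 24 hr at 37 deg C and 5% CO2. Viability-linked luminescence was captured 12 min after adding luciferase detection reagent.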
* marks the source's active call; other numbers are inactive results; u = inconclusive; x = no result given; [ ] = remark or other dose. Calls come from the whole dose curve; as a rule, active = well fitted curve in the direction sought with a large enough effect; inconclusive = small, poorly fitted or top-dose-only effect, or another doubt; inactive = no such curve, though single readings can be large; an effect the other way counts as inactive or inconclusive. Potency is the fitted concentration of half-maximal effect. Rows are unselected. About 9.4% of those tested had a hit in this group.

SMILES	KB-3-1 tox	HT1080 IDH1KD tx	KB-V1 cytotox	GLP1R inv ag	TDP43 rescue	SW480 rereplic	GLP-1R agonist	HT1080-NT tox	GLP1R cytotox
CC(=O)Nc1ccc(NC(=O)Cn2cnc3c(cnn3C(C)(C)C)c2=O)cc1	-21%	-2%	-7%	16%	-17%	-3%	28%	12%	-10%
COc1ccc(-n2nc(C(=O)N3CCN(c4ccccc4OC)CC3)c3c4ccccc4n(C)c3c2=O)cc1Cl	14%	x	3%	10%	-4%	x	x	x	-6%
COc1cc(/C=C(\C#N)c2nc3ccccc3[nH]2)ccc1Oc1ccc([N+](=O)[O-])cn1	-18%	u	-27%	-23%	-16%	21%	-12%	u	9%
COc1ccc(NC(=O)CN(C)S(=O)(=O)c2ccc(Br)s2)cc1OC	-9%	-3%	u	-2%	-9%	-2%	8%	-10%	4%
CCCCSc1nnc2nc(C)cc(C)n12	1%	-1%	0%	44%[activator]	10%	-1%	20%	-3%	4%
CC(C)NC(=O)C1(C)CCN1C(=O)c1ccc(F)c(Cl)c1 (stereo not given)	0%	6%	4%	27%	16%	x	15%	11%	7%
COc1ccc2[nH]cc(CCNC(=O)Cn3cc(C)c(=O)[nH]c3=O)c2c1	0%	4%	0%	11%	18%	-8%	5%	5%	6%
COc1ccc(N2CCN(CCNC(=O)Nc3cc(Cl)ccc3Cl)CC2)cc1	12%	15%	-3%	u	-8%	11%	17%	12%	-2%
CCOc1ccccc1NC(=O)C1CCN(S(=O)(=O)c2ccc(Br)cc2)CC1	2%	x	-10%	14%	25%[9.22 µM]	x	x	x	2%
CCN(CC(=O)Nc1c(F)cccc1F)C(=O)CNC(=O)c1cccs1	29%	1%	15%	-7%	-7%	-3%	1%	3%	1%
COc1ccc(NC(=O)Cn2c(=O)n(CC3CCCO3)c(=O)c3cc(OC)c(OC)cc32)c(OC)c1 (stereo not given)	11%	-16%	11%	-11%	-11%	-20%	-2%	-20%	0%
COc1cccc(/C=C/c2onc(C)c2S(=O)(=O)N2CCC(C(=O)N3CCC(C)CC3)CC2)c1	2%	x	-2%	12%	4%	x	x	x	-3%
Cn1nnnc1SCC(=O)N(C1CCCCC1)C1CCS(=O)(=O)C1 (stereo not given)	9%	u	5%	46%[activator]	1%	1%	1%	16%	-8%
Cc1cccc(C)c1NC(=O)CS(=O)(=O)c1nc(-c2ccc(Cl)cc2)cn1-c1ccccc1	-6%	x	0%	u	16%	x	x	x	-30%
COCCSc1ccccc1C(=O)Nc1ccc(Cl)cc1	0%	-4%	u	u	-13%	-50%[inhibitor]	1%	-2%	2%
COC(=O)c1c(NC(=S)NNC(=O)c2ccc(Cl)s2)sc(C(=O)N(C)C)c1C	x	10%	x	2%	-22%	0%	-1%	u	1%
COc1ccc(-n2c(=O)c3c(c4cc(OC)ccc4n3C)n(Cc3ccc(F)cc3Cl)c2=O)cc1	21%	x	1%	6%	-16%	x	-1%	x	1%
COc1ccc(S(=O)(=O)N(C)C)cc1NC(=O)Cc1ccc(S(=O)(=O)N2CCOCC2)s1	-6%	-6%	-8%	18%	3%	-1%	3%	-4%	1%
Cc1nc2nc(NCc3cccc(Br)c3)[nH]n2c(=O)c1Cc1ccccc1	-16%	x	u	-5%	12%	x	x	x	1%
CC(Oc1ccc(Cl)cc1)C(=O)Nc1sccc1C(N)=O (stereo not given)	2%	-10%	9.2µM*	u	-87%[inhibitor]	3%	5%	-15%	22%

The list goes on, overlapping the part above by four compounds.
SMILES	KB-3-1 tox	HT1080 IDH1KD tx	KB-V1 cytotox	GLP1R inv ag	TDP43 rescue	SW480 rereplic	GLP-1R agonist	HT1080-NT tox	GLP1R cytotox
COc1ccc(-n2c(=O)c3c(c4cc(OC)ccc4n3C)n(Cc3ccc(F)cc3Cl)c2=O)cc1	21%	x	1%	6%	-16%	x	-1%	x	1%
COc1ccc(S(=O)(=O)N(C)C)cc1NC(=O)Cc1ccc(S(=O)(=O)N2CCOCC2)s1	-6%	-6%	-8%	18%	3%	-1%	3%	-4%	1%
Cc1nc2nc(NCc3cccc(Br)c3)[nH]n2c(=O)c1Cc1ccccc1	-16%	x	u	-5%	12%	x	x	x	1%
CC(Oc1ccc(Cl)cc1)C(=O)Nc1sccc1C(N)=O (stereo not given)	2%	-10%	9.2µM*	u	-87%[inhibitor]	3%	5%	-15%	22%
O=C(CSc1nnc2c(n1)[nH]c1ccccc12)NCc1ccccc1F	-3%	19%	-21%	10%	5%	0%	-1%	12%	13%
CCCC(C)NC(=O)COc1ccc(S(=O)(=O)N2CCCC2)cc1 (stereo not given)	18%	9%	5%	1%	-16%	-9%	6%	1%	1%
CNC(=S)NC1CC2CCC(C1)N2Cc1ccccc1 (stereo not given)	9%	16%	-21%	1%	-22%	-8%	-1%	0%	4%
CCCCCn1c(=O)[nH]c2cc(C(=O)NCCN(CC)CC)ccc2c1=O	12%	u	27%	u	-4%	-11%	0%	u	-7%
COc1ccc(N2CCOCC2)c(NC(=O)COc2cccc(C)c2C)c1	-12%	0%	u	u	u	0%	3%	-11%	7%
O=C1NC[C@H](CCCCN2CCN(CCc3ccccc3)C(=O)C2=O)N(CCc2ccc(O)cc2)C1=O	13%	7%	0%	12%	8%	x	14%	17%	3%
Cc1cccc(NC(=O)CN2CCN(C(=O)CN3C(=O)NC4(CCCCC4C)C3=O)CC2)c1C (stereo not given)	-6%	0%	0%	14%	1%	1%	-3%	6%	2%
Cc1n[nH]c(C)c1S(=O)(=O)N(CC(=O)NC1CCCC1)c1ccc(C(C)C)cc1	-13%	0%	-11%	u	13%	11%	7%	-11%	u
CCN1CCc2nc3sc(C(=O)c4ccccc4)c(N)c3cc2C1	8.2µM*	x	u	-14%	u	x	x	x	-17%
O=C(CN1CCCCC1)Nc1cc(S(=O)(=O)N2CCOCC2)ccc1N1CCCC1	11%	10%	2%	-7%	-1%	-3%	0%	-1%	1%
O=C(Cn1c(NCCO)nc2ccccc21)c1ccc(F)cc1	1%	-4%	0%	10%	8%	-7%	0%	2%	-8%
COc1ccccc1CNS(=O)(=O)c1c(C(=O)N2CCCC2)c(C)n(C)c1C	2%	4%	27%	2%	8%	-27%	-3%	4%	-10%
O=C(COCC(=O)Nc1cccc(C(F)(F)F)c1)Nc1cccc(C(F)(F)F)c1	8%	u	u	u	7%	u	0%	u	-11%
O=C1Nc2ccccc2C(O)(C(=O)NCc2ccco2)N1c1ccc(Cl)cc1 (stereo not given)	-13%	2%	14%	-2%	-1%	-2%	-5%	2%	-4%
COc1ccc(C2NC(=O)NC(C)=C2[N+](=O)[O-])cc1 (stereo not given)	4%	5%	0%	16%	24%	3%	-1%	5%	-3%
CC(=O)Nc1ccc(C(=O)Nc2ccc3c(c2)N(C2CCCC2)C(=O)c2ccccc2S3)cc1	u	x	u	u	22%	x	x	x	-9%
Cc1sc2nc(C3CC3)nc(N3CCN(C(=O)c4ccc(F)cc4)CC3)c2c1C	-19%	u	-36%	10µM*	u	u	15%	u	1%
Cc1ccc(S(=O)(=O)c2c(N)n(NC(=O)C3CC3)c3nc4ccccc4nc23)cc1	17%	11%	0%	0%	11%	-13%	26%	7%	14%
CC(C)Oc1ccc(S(=O)(=O)N2CCCCC2)cc1NC(=O)C1=COCCO1	24%	0%	u	u	11%	0%	-12%	0%	-1%
CCS(=O)(=O)C1=NSC2=NC(=O)/C(=C\c3ccc(OS(=O)(=O)c4ccccc4)cc3)C(=N)N21	11%	18%	6%	8%	-2%	-1%	4%	7%	0%
O=C(Nc1ccccc1[N+](=O)[O-])c1cccc(N2C(=O)CCC2=O)c1	-9%	-5%	-4%	14%	-6%	u	15%	-6%	29%
O=C(c1ccco1)N1CCN(C(=O)c2cc(-c3ccccn3)nc3ccc(Cl)cc23)CC1	12%	-5%	u	-5%	15%	x	2%	-8%	-15%
COc1ccc(N2CCN(CCNC(=O)C3CCN(S(=O)(=O)c4cccs4)CC3)CC2)cc1	2%	-1%	3%	79%[activator]	-4%	3%	5%	8%	2%
O=C(O)CCC(=O)Nc1cccc(C(=O)Nc2cccc(Cl)c2)c1	-27%	2%	7%	17%	3%	15%	0%	-3%	0%
CCOC(=O)c1ccc(NC2c3ccccc3C(=O)N2c2ccccn2)cc1 (stereo not given)	-5%	1%	-16%	1%	-18%	-1%	-7%	0%	1%
O=C(COC(=O)c1cc(Cl)ccc1O)Nc1ccc2c(c1)OCCO2	6%	4%	-5%	-3%	27%	2%	14%	3%	1%
CC(C)c1nnc(NC(=O)COC(=O)/C=C/c2ccc([N+](=O)[O-])cc2)s1	-2%	11%	12%	3%	0%	-8%	-4%	6%	14%
S=C(NC1CCCC1)NC1CCCC1	12%	2%	14%	-12%	10%	0%	7%	6%	0%
Cc1ccc(NC(=O)CCSc2nnc(C)o2)cc1	17%	12%	9%	1%	u	-4%	-5%	1%	4%
Cc1ccccc1NC(=O)Cn1cnc2c(oc3nc4c(cc32)COC(C)(C)C4)c1=O	-6%	-1%	6%	1%	-11%	-4%	7%	-4%	-9%
CC(=O)N1CCc2c(sc(NC(=O)Cc3ccc(C)cc3C)c2C#N)C1	-1%	-5%	4%	27%	-14%	-6%	-6%	9%	-6%
c1ccc(-c2cc(-c3nc4ccccc4[nH]3)c3ccccc3n2)cc1	16µM*	u	16µM*	u	16µM*	-1%	-21%	-29%	-21%
CS(=O)(=O)Nc1cccc(C2=NN(C(=O)c3ccc(F)cc3)C(c3cccs3)C2)c1 (stereo not given)	0%	-27%	-30%	u	20%	2%	-8%	-22%	u
CN(C)CC1CCCCC1OC(=O)c1ccc(Br)cc1 (stereo not given)	-5%	-8%	-10%	u	-7%[9.22 µM]	2%	-1%	-18%	5%
